CDK5 p35 inh – CDK5/p35 (human) kinase inhibition; Recombinant CDK5/p35, ADP-Glo luminescence, 60 min; inhibition, % at 10 µM; 330,000 tested, 0.01% active; AID 488839;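 active means highest replicate inhibition of at least 50% and at least 75% of replicates reaching 50%; inconclusive means only one of the two criteria met; inactive means both criteria failed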;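 further: plate controls were DMSO neutral control for no effect and GW8510 at 10 µM for full effect; many of its hits are not listed in these tables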
V-ATPase pHluor – regulators of yeast V-ATPase proton transport | 350,000 tested, 0.37% active | AID 504577 | S. cerevisiae, pHLuorin cytosolic pH fluorescence | response, % at 10 µM; in the data active means response mostly above about 7.3%, no sharp cut-off; inactive means mostly below about 5.4%; further: actives read high; inactives centre near 0; some compounds called inactive have numbers as strong as hits
MITF TRPM1 HTS – MITF TRPM1 promoter activation in melanoma cells; activation, % at 12.5 µM; 300,000 tested, 0.75% active; SK-MEL-5 TRPM1-promoter luciferase, 24 h; % of positive control, neutral wells = 0; AID 588334;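 active means mean activation of at least 80% with every replicate also reaching 80%; inconclusive means mean reaches 80% but some replicate falls short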;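 further: 0% = neutral control wells and 100% = parthenolide positive control wells; values of inactives mirror those of a sister screen read the other way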
RTF Ca sens act – increases calcium sensitivity of human cardiac regulated thin filaments; P19429+P45379; IANBD-labeled TnC RTF fluorescence at EC20 calcium; 0% EC20 calcium, 100% full calcium; activation, % at 7.2 µM; 340,000 tested, 0.24% active; AID 493008;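 active means activation above the mean over all tested compounds plus 3 SD, cut at about 30% in these data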;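 further: rise in fluorescence read as greater calcium sensitivity of cardiac thin filaments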
dFosB activator – enhances mouse delta FosB homodimer DNA binding; purified delta FosB, TAMRA-CDK5 oligo fluorescence polarization; percent of positive-control signal above neutral wells; activation, % at 25 µM; P13346; 340,000 tested, 0.99% active;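 active means mean activation above about 17%, with every replicate also reaching it, limit read from the data, passing the limit was not always enough; inconclusive means only one of the two conditions met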;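 further: fluorescence polarization rise as delta FosB binds a TAMRA Cdk5 AP-1 oligo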
Target sequence (P13346 whole entry, looked up): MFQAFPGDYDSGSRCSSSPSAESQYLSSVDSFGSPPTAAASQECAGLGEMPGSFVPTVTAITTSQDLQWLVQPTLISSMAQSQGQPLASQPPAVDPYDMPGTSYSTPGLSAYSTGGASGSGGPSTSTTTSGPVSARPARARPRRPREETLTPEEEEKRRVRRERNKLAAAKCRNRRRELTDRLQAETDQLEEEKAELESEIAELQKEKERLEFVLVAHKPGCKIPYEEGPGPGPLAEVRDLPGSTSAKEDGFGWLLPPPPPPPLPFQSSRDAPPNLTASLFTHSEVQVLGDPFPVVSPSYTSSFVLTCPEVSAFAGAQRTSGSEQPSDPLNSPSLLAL
CAL PDZ FP-1 – inhibitors of human CAL PDZ peptide binding; purified CAL PDZ, TMR-peptide fluorescence polarization, 1 h; 330,000 tested, 0.02% active; AID 504414; inhibition, % at 20 µM; Q9HD26;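 active means highest replicate inhibition of at least 40%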;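 further: plate controls were DMSO neutral control wells for no effect and unlabeled competitor peptide control wells for full effect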
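Material – purified CerCALP PDZ construct · Detection – FP readout, S and P plane fluorescence · Measure – percent inhibition from loss of millipolarization · Controls – unlabelled peptide for full inhibition, DMSO wells as neutral · Probe or stimulus – TMR-labelled reporter peptide T*-PRC34 bound in PDZ groove · Times – 1 h at RT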
CAL PDZ FP-2 – inhibitors of human CAL PDZ peptide binding. Q9HD26. purified CAL PDZ, TMR-peptide fluorescence polarization, 1 h. inhibition, % at 24.9 µM. 300,000 tested, 0.92% active. AID 602252;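 active means mean inhibition of at least 30% with at least half of replicates also reaching 30%; inconclusive means no clear call, values can overlap the other calls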;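 further: 0% = DMSO neutral control and 100% = excess unlabeled competitor peptide PRC23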
Rtt109 HAT inh – C. albicans Rtt109 histone acetyltransferase inhibition. purified Rtt109/Vps75, ThioGlo CoA-SH fluorescence, 4 h. inhibition, % at 34.9 µM. 330,000 tested, 0.16% active;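 active means inhibition of at least 50% in every replicate; inconclusive means best replicate reaches 50% inhibition but some replicates fall short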
Target sequence (Q5AAJ8 whole entry, looked up): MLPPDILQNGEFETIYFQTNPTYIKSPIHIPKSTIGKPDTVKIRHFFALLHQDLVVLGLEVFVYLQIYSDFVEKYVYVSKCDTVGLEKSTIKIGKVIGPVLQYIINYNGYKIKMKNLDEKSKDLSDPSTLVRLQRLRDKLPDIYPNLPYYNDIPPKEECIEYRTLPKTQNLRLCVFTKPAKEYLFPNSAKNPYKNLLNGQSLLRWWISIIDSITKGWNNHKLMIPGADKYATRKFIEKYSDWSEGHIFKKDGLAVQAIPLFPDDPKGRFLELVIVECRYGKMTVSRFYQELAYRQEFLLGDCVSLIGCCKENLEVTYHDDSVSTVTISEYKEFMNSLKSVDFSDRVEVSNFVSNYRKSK
Tat export inh – blocks Tat-dependent protein export in E. coli; E. coli MC4100 TorA-mCherry Tat export, fluorescence; inhibition, % at 10 µM; 340,000 tested, 0.036% active; AID 488895;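 active means mean replicate inhibition at least 50% and at least half of replicates individually reaching 50%; inconclusive means only one of the two criteria met; inactive means neither criterion met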;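 further: exported cargo escapes ClpAP degradation while cytoplasmic cargo is degraded and loses fluorescence; 0% = median of neutral control wells and 100% = median of NaSCN control wells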
Wnt act – activators of Wnt/beta-catenin signaling; 300,000 tested, 1.2% active; Wnt/beta-catenin reporter cell assay, activator, plate reader; activation, % at 9.35 µM; AID 743398; in the data active means activation above about 30%, passing the limit was not always enough; inconclusive means no clear call, values can overlap the other calls;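 further: 0% = neutral control wells and 100% = positive control wells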
The depositor's hits bear a star; ? = inconclusive; / = no result given.

CDK5 p35 inh	V-ATPase pHluor	MITF TRPM1 HTS	RTF Ca sens act	dFosB activator	CAL PDZ FP-1	CAL PDZ FP-2	Rtt109 HAT inh	Tat export inh	Wnt act	SMILES
-0.5	-2	1	-3	5	-0.1	0	-3	-3	-1	CN(CCOc1cccc2ccccc12)Cc1ccccc1
0.5	7	4	-1	-4	-2.7	-4	2	-8	-8	O=C(NNC(=O)C12CC3CC(CC(C3)C1)C2)c1ccccc1O
-3.8	-4	4	14	4	-3.4	3	-11	16	1	COc1cc(/C=N/NC(=O)CSc2n[nH]c(=O)[nH]c2=O)cc(OC)c1O
-3.3	3	-4	-4	4	0.4	-4	-9	5	-2	CC(=O)C1(C)C(=O)N(c2ccc(F)cc2)C(=O)N1c1ccc(F)cc1 (stereo unspecified)
-0.1	-4	-12	0	-13	-1.7	6	17	3	1	Cc1cccc(-n2c(SCc3cc(=O)n4ccsc4n3)nc3ccccc32)c1
1.5	-4	-5	5	-2	-2.5	1	-1	-1	/	c1nc(NCC2(N3CCOCC3)CCCCC2)c2ccsc2n1
1.6	5	/	10	-2	-0.6	-2	-10	2	/	CCOc1cc2[nH]c(=S)n(CCN3CCC(C)CC3)c(=O)c2cc1OCC
-1.8	-4	11	-1	3	-1.2	/	6	-2	0	Cc1ccc(/C=N/NC(=O)c2cccc3ccccc23)o1
0.2	-2	12	-6	5	-2.5	-2	/	-2	-3	Cc1ccc(S(=O)(=O)NCCc2nnc3ccc(NCCCOC(C)C)nn23)cc1
2.0	-2	17	0	-5	-3.2	-4	8	11	-8	CCN(CC)CCN(C(=O)c1cc2ccccc2cc1OC)c1nc2ccc(OC)cc2s1
0.4	0	9	1	-17	-0.2	/	-5	0	-2	COc1cc(C(=O)NCC(=O)OCc2cc(=O)oc3c(C)c(C)ccc23)cc(OC)c1OC
0.7	0	/	/	?	-0.4	/	6	-2	-1	CC(=O)Nc1cccc(-n2nnc(SCC(=O)Nc3ccc(F)c(Cl)c3)n2)c1
0.3	-2	-8	2	-5	-0.8	/	4	12	4	CCC(C)NC(=O)N1c2ccccc2Sc2ccccc21 (stereo unspecified)
-1.1	-2	26	0	-9	-2.4	5	20	1	-2	c1ccc(NC2=NCCN2CCCC2CCCCC2)cc1
1.2	6	71	2	-10	-2.6	6	0	5	51*	O=C(Nc1ccccc1Cl)c1ccc2c(=O)n3c(nc2c1)CCC3
-0.9	3	-12	-5	-6	-2.6	-2	14	-2	-2	COCCCn1c(SCC(=O)Nc2ccccc2)nnc1-c1ccncc1
-0.4	-3	-1	2	3	-0.8	-4	16	-2	-4	CC(=O)C1=C(c2ccccc2)OC(N)=C(C#N)C1c1ccccc1C (stereo unspecified)
0.5	3	7	-5	-2	0.0	-6	2	3	1	N#CC(=Cc1ccncc1)c1ccccc1
1.6	0	15	-3	0	-1.1	-2	0	4	/	Oc1ccc(/C=N/NC(=S)NCc2ccco2)cc1
0.0	3	11	-3	-14	-0.7	-4	-3	2	1	COc1ccc(C(=O)COC(=O)c2sc(C)nc2C)cc1F
-1.0	7	2	6	0	-1.4	-2	11	1	7	CCC(=NC(CC)CO)C1=C(O)CC(C)(C)CC1=O (stereo unspecified)
-3.1	2	/	3	-5	-0.6	-5	-6	-4	-1	O=C(c1ccc(F)cc1)c1ccc(OCC(=O)N2CCOCC2)cc1
0.8	6	-2	2	-3	-0.2	2	-2	-5	3	Fc1cc(F)nc(NCc2ccccc2)n1
-0.3	-4	5	-1	0	-1.6	0	26	-4	-2	CCC1CCCCN1C(=O)CCC(=O)Nc1nnc(C(F)(F)F)s1 (stereo unspecified)
2.3	1	-33	-2	39*	-1.7	-2	1	29	-16	CCN(CC)c1ccc(/C=N/Nc2nc3ccccc3[nH]2)cc1
0.7	3	-1	-7	-8	-1.8	-6	6	7	-3	COC(=O)c1ccc(CNC(=O)N2CCN(S(=O)(=O)c3ccc(C)cc3)CC2)cc1
2.2	1	/	-6	-6	-0.1	-1	1	0	-21	COc1cc(C2c3cc4c(cc3C(O)C3COC(=O)C23)OCO4)cc(OC)c1OC (stereo unspecified)
-3.1	5	50	1	-1	-0.5	-7	0	-1	42*	O=C(OCC(=O)N1CCOCC1)c1ccc2ccccc2c1O
-0.4	4	/	-5	1	-1.6	-3	-4	0	-5	C/C(=N/NC(=O)C(C)n1nc(C)c([N+](=O)[O-])c1C)c1ccc(OCC(N)=O)cc1 (stereo unspecified)
-0.8	-4	-13	-3	3	-1.9	-1	0	-6	0	O=C(O)CC(NC(=O)C(c1ccccc1)c1ccccc1)c1cccc([N+](=O)[O-])c1 (stereo unspecified)
-4.7	2	-7	-1	-5	0.4	-4	4	-2	0	COc1ccccc1NC(=O)c1ccc(SCC(=O)NCc2ccccc2Cl)c([N+](=O)[O-])c1
0.0	-2	-2	0	5	-0.7	1	0	1	3	CCOc1ccc(S(=O)(=O)NCCC(=O)N2CCN(c3ncccn3)CC2)cc1
1.3	2	2	5	-7	-1.1	1	6	6	-1	Cc1noc(C(=O)Nc2cccnc2Cl)c1Cl
0.8	-2	-9	-4	-10	-0.3	-2	19	-4	-1	COc1ccc(N(C(=O)Cn2nnc3ccccc32)C(C(=O)NCc2ccco2)c2ccc(C)o2)cc1 (stereo unspecified)
0.4	7	2	2	5	-0.7	/	-5	4	-3	CCn1cc(C2=NOC(C(=O)Nc3ccc4c(c3)OCO4)C2)c(C)n1 (stereo unspecified)
0.0	-6	0	-3	-10	-1.5	-3	2	0	4	Cc1ccc(OC(=O)CN2C(=O)c3ccccc3C2=O)cc1C
1.5	-2	/	6	-3	0.1	-2	3	5	-1	CCc1ccc(N(CC(=O)NC(C)(C)C)C(=O)CCC(=O)Nc2ccccn2)cc1
1.5	4	-10	-1	-10	-4.1	-2	-4	2	-5	COc1ccc(N(C)C(=O)c2cc3c(Cl)nc4ccccc4c3s2)cc1
-0.4	5	0	-2	2	-1.4	-8	8	1	7	CCNC(=O)COC(=O)c1cccc(Br)c1
-0.4	-9	1	-1	-8	0.0	0	2	-9	/	CCN(CC)C(=O)CSc1nc2ccccc2c(=O)n1-c1ccccc1OC
2.1	-8	73	-1	-6	-2.3	-2	12	-9	42*	CC(C)CN1CCC(=O)N(CCSc2ccccc2)CC1
-1.4	-2	47	9	-12	-2.6	8	14	0	22	CCCCC(=O)Nc1sc2c(c1C(N)=O)CCC2
-0.7	0	-10	-4	-6	-3.4	5	29	11	-4	O=c1cc(N2CCCCC2)c(-c2ccccc2)nn1Cc1ccccc1Cl
-1.0	0	3	-2	-9	0.0	-1	-9	3	-1	CNC(=S)N1CCc2cc(OC)c(OC)cc2C1COc1ccc(F)cc1 (stereo unspecified)
1.0	0	24	-4	-5	-1.1	-1	3	-7	?	CCc1nnc(NC(=O)c2cc(C)oc2C)s1
0.3	-1	7	0	-4	-0.5	-4	5	-4	-1	COc1cc(COc2ccc3c(C)c(CC(=O)O)c(=O)oc3c2C)cc(OC)c1OC
0.9	1	2	-8	-2	0.9	7	-2	-6	-1	OCC1(CO)COC(/C=C/c2ccccc2)=N1
2.9	9	-23	7	5	-0.1	0	-1	?	-5	O=C1/C(=C/c2ccccc2O)SC(=S)N1Cc1cccnc1
-1.5	-1	-12	-3	1	-0.9	-1	-3	-9	/	O=C(Nc1ccccc1N1CCN(c2ccc(F)cc2)CC1)C1CCCCC1
1.7	3	0	-6	15	-2.3	-1	-6	-1	-1	O=C(Nc1ncc(Cc2cccc(C(F)(F)F)c2)s1)c1ccc(-c2cccc([N+](=O)[O-])c2)o1
-0.7	1	/	-1	0	-0.2	-3	2	-2	/	Cc1cc(COc2ccccc2OCc2cc(C)no2)on1
-0.5	6	-8	-2	5	-2.1	-5	-5	0	0	COC(=O)c1ccc(CNC(=O)c2ccc3c(c2)NC(=O)CS3)cc1
-0.1	0	/	4	-4	0.0	-5	-1	-8	-1	COc1ccc(OC)c(NC(=O)CSc2nnc(CNc3ccc(F)cc3)o2)c1
0.3	3	8	-2	-13	-2.6	6	/	12	/	O=C(NCCN1CCOCC1)c1cccc(Cl)c1
-2.6	-8	1	7	-5	1.3	/	3	-3	0	CCOc1ccc(Nc2nc3c(C)cccc3cc2C#N)cc1
0.5	/	5	-1	-5	-3.7	1	1	5	0	Cc1cc(NC(=O)CSc2nc3c(C)ccc(C)c3cc2C#N)no1
-0.1	7.5*	5	-3	-8	-1.5	-5	1	-7	-3	COc1ccc(S(=O)(=O)NCC2CCCO2)cc1NC(=O)c1ccccc1 (stereo unspecified)
-0.5	2	-17	-1	1	-0.2	-2	8	3	-3	C/C=C/C1=CC(=O)C[C@H](c2ccc(OC)c(OC)c2)C1
-0.2	0	0	-6	2	0.5	-3	6	-5	-2	Cc1ccc(NS(=O)(=O)c2cc(C(N)=O)ccc2C)cc1
-0.1	2	-9	-1	-1	0.5	3	3	-2	-2	CCCCN1C(=O)CC(C(=O)OCC)=C1C

Structures listed above shown as hits in V-ATPase pHluor:
CDK5 p35 inh	V-ATPase pHluor	MITF TRPM1 HTS	RTF Ca sens act	dFosB activator	CAL PDZ FP-1	CAL PDZ FP-2	Rtt109 HAT inh	Tat export inh	Wnt act	SMILES
-0.1	7.5*	5	-3	-8	-1.5	-5	1	-7	-3	COc1ccc(S(=O)(=O)NCC2CCCO2)cc1NC(=O)c1ccccc1 (stereo unspecified)

New compounds follow:
CDK5 p35 inh	V-ATPase pHluor	MITF TRPM1 HTS	RTF Ca sens act	dFosB activator	CAL PDZ FP-1	CAL PDZ FP-2	Rtt109 HAT inh	Tat export inh	Wnt act	SMILES
0.4	5	-1	1	-9	-2.1	-2	12	-4	1	O=C(NNC(=O)c1cccs1)c1cccnc1
-0.6	1	/	10	1	/	/	-4	1	5	O=C(Nc1ccc(N2CCN(C(=O)c3ccco3)CC2)cc1)c1cccc(F)c1
0.0	2	-2	-4	-1	-1.6	-1	/	0	-24	CCn1c2ccccc2c2cc(CN3CCN(Cc4cc(OC)ccc4O)CC3)ccc21
-0.8	-2	-7	3	-1	-0.3	-7	-5	2	-3	Cc1ccc2c(C)c(C)c(=O)n(C)c2c1
1.1	-3	-13	-9	-17	-2.3	18	20	3	-1	CC(C)c1csc(CN2CCCC(CNC(=O)c3cccc4ccccc34)C2)n1 (stereo unspecified)
1.3	0	/	3	-11	-0.9	/	2	2	5	CC1CCC(NC(=O)c2cc3c(=O)n(C)c4ccccc4c3n2C)CC1 (stereo unspecified)
1.1	-2	13	-3	5	-0.7	1	-4	1	5	CCCCNC(=O)Nc1ccccc1Br
-0.3	-2	64	-1	-6	-0.2	-3	5	6	22	Cc1nc(-c2ccc(Cl)cc2)sc1C1(C)CC(c2cccnc2)=NO1 (stereo unspecified)
0.7	1	/	-3	-10	-2.7	-4	4	1	/	CCNC(=O)CN(c1ccc(C)cc1)S(=O)(=O)c1ccc(SC)cc1
0.7	3	57	-3	-2	-3.2	-2	/	3	3	CCOC(=O)N/N=C(\C)c1ccc(Br)cc1

Screening results as filed in PubChem.
